# From PubChem
# GAA inh: qHTS Assay for Inhibitors of Human alpha-Glucosidase as a Potential Chaperone Treatment of Pompe Disease. Lysosomal alpha-glucosidase (Homo sapiens), P10253. purified human GAA, 4-MU-alpha-glucoside fluorescence. Potency, µM (highest dose often 76.9 µM), inactives show top-dose activity change, negative = inhibition, actives largely listed as inhibitors. 0.005% of 200,000 active;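 also: potency is read from the fitted curve at half-maximal effect; plate controls were uninhibited enzyme wells for no effect and no-enzyme background for full effect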
#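 AC50 values come from Hill fits of compound titrations (up to 77 uM) against 4 nM human enzyme. Substrate 4-methylumbelliferyl-alpha-D-pyranoside at 400 uM, pH 5.0 citrate buffer, 20 min room temperature; fluorescence Ex 365/Em 440 after alkaline stop.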
# HTT aggregate: qHTS Multiplex Assay to Identify Dual Action Probes in a Cell Model of Huntington: Aggregate Formation (GFP); Potency, µM (highest dose often 46.1 µM), without a hit: top-dose activity change, negative = inhibition, hits mostly inhibitors; 1.1% of 220,000 active; PC12 HttQ103-GFP aggregates, Acumen cytometry, 40 h; also: potency is read from the fitted curve at half-maximal effect; % is scaled to controls: 0 for no effect and ±100 for the full control effect; nearly all actives have a fitted effect of over 60% in size
#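 Using laser scanning cytometry, GFP-positive aggregates were counted after lysis of PC12 cells induced with 100 nM tebufenozide to express HTT exon 1 Q103–GFP. Compounds were tested in titration.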
# GAA spleen mod: qHTS Assay for Inhibitors and Activators of Human alpha-Glucosidase From Spleen Homogenate; Potency, µM (top dose mostly 79.9 µM), for inactives: top-dose activity change, negative = inhibition, hits mostly inhibitors; 0.006% of 240,000 active; human spleen homogenate, 4-MU-alpha-glucoside fluorescence;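 also: potency is read from the fitted curve at half-maximal effect; 0% = enzyme with vehicle and -100% = no enzyme basal signal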
#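 AC50 values come from Hill-equation fits of concentration-response data, normalized to no-enzyme and full-activity controls. Enzyme source: 1 ug human spleen homogenate; 1 mM fluorogenic 4-MU glucoside, pH 5.0 citrate buffer, 37 C, 40 min.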
# CBFb-RUNX1 inh: qHTS Assay for Compounds Blocking the Interaction Between CBF-beta and RUNX1 for the Treatment of Acute Myeloid Leukemia; Runt-related transcription factor 1 (Homo sapiens) + Core-binding factor subunit beta …; AlphaScreen CBFb-His/RUNX1-biotin binding, biochemical; Potency, µM (series often up to 59.8 µM), without a hit: top-dose activity, negative = inhibition, hits mostly inhibitors; 230,000 tested, under 10 active; AID 1477, 2009; also: % of control where 0% means no effect
# Target sequence (Q01196 whole entry, looked up): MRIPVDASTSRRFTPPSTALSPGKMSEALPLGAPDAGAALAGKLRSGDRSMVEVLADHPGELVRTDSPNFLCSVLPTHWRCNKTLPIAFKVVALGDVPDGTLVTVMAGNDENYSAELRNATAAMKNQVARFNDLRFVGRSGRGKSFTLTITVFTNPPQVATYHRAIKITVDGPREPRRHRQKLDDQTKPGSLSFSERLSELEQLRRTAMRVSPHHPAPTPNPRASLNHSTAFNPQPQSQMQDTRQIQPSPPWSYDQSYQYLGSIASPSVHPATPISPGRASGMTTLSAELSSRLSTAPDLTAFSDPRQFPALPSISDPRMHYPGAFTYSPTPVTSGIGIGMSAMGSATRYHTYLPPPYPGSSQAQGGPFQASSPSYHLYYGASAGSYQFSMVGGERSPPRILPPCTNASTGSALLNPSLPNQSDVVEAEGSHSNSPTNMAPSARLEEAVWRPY
# Target sequence (Q13951 whole entry, looked up): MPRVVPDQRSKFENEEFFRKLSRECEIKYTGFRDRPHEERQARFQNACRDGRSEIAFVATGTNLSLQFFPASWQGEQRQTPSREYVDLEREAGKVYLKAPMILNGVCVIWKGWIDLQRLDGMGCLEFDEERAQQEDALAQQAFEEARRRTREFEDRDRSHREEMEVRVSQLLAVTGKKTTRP
#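 CBF-beta (His) and RUNX1 (biotin), 30 nM each; 20 min preassociation; + compound, 15 min; + beads 50 ng each (Ni, streptavidin), 90 min; RT; AlphaScreen read.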
# LMNA splice mod: qHTS Assay for Modulators of Lamin A Splicing; AID 1487, 2009; HeLa LMNA splicing GFP/RFP minigene ratio, 48 h; Potency, µM (doses to about 46.1 µM), for inactives: top-dose ratio change, negative = inhibition, actives largely listed as inhibitors; 0.01% of 200,000 active; active = well fitted inhibition curve with a large enough effect in the signal ratio, with a control signal flat, not every such curve was filed as active; inconclusive = small, poorly fitted or top-dose-only effect, or effect the other way, or a change in a side signal; the % refers to the signal ratio; also: potency is read from the fitted curve at half-maximal effect; % is scaled to controls: 0 for no effect and ±100 for the full control effect
#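 S3 HeLa stable clones carrying a lamin A-EGFP splicing minigene plus DsRed2 were seeded at 600 cells/well in Opti-MEM with 2% FBS, pin-dosed and incubated 48 h at 37°C. Acumen cytometry (488 nm) gave the GFP/RFP total-intensity ratio.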
# GAA glycogen: qHTS Assay for Inhibitors and Activators of Human alpha-Glucosidase Cleavage of Glycogen; 0.38% of 300,000 active; Potency, µM (doses to about 76.4 µM), for inactives: at the top dose activity change, negative = inhibition, actives largely listed as inhibitors; AID 2100, 2009; recombinant GAA, glycogen substrate, Amplex Red glucose oxidase fluorescence; Lysosomal alpha-glucosidase (Homo sapiens), P10253;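 also: potency is read from the fitted curve at half-maximal effect; 0% = full enzyme reaction and -100% = no-enzyme basal signal; the screen sought inhibitors and activators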
#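 Recombinant human alpha-glucosidase (4 nM final) hydrolysed bovine liver glycogen (30 ug) for 40 min at 37 C in pH 5.0 citrate/phosphate with 0.01% Tween-20. Released glucose detected by glucose oxidase/Amplex Red, Ex 573/Em 610 nm. Compounds up to 77 uM; AC50 from Hill fits.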
# HTT cytoprotect: qHTS Multiplex Assay to Identify Dual Action Probes in a Cell Model of Huntington: Cytoprotection (ATP); PC12 HTT-Q103 induced, cytoprotection, ATP luminescence, 40 h; Potency, µM (series often up to 56.4 µM), without a hit: cytoprotection (ATP increase), usual class: activators; 0.14% of 230,000 active;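 also: potency is read from the fitted curve at half-maximal effect; % of control where 0% means no effect; nearly all actives have a fitted effect of over 45% in size; toxic huntingtin expression switched on by the ecdysone agonist tebufenozide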
#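 Compounds added alongside 100 nM tebufenozide, which induces toxic Q103 huntingtin exon 1-GFP in stable PC12 cells; surviving cells quantified by luminescent ATP measurement. Medium: phenol red-free DMEM, 5% equine and 5% calf serum.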
# Starred values were filed as active, the others as inactive; ? = inconclusive; / = no result given; & = joins results of further samples; [ ] = remark or other dose. Unless noted, calls follow the shape of the dose curve; as a rule, active = well fitted curve in the direction sought with a large enough effect; inconclusive = small, poorly fitted or top-dose-only effect, or another doubt; inactive = no such curve, though single readings can be large; an effect the other way counts as inactive or inconclusive.
structure,HTT cytoprotect,LMNA splice mod,HTT aggregate,GAA spleen mod,CBFb-RUNX1 inh,GAA glycogen,GAA inh
CC(NC(=O)COC(=O)c1cn(-c2ccccc2)nc1-c1cccs1)c1ccccc1 (stereo not drawn),9%,-1%,-7%,5%,-3%,-4%,0%
COc1ccc(/C=C/C(=O)C2C(=O)C=C(C)OC2=O)cc1O (stereo not drawn),5%[10 µM],?,?,-4%,-9%,-28%,-6%
CCOC(=O)CSc1nc(C)c2cc(OC)ccc2n1,-6%[0.074 µM],12%,-4%,13%,8%,-1%,?
OC(C#CCN1CCOCC1)(c1ccccc1)C1CCCCC1 (stereo not drawn),13%,2%,-20%,5%,6%,5%,-7%
Cc1ccc(C)c(C2=NNC(=NCc3ccccc3)SC2)c1,12%,-6%[46 µM],-20%,-3%,?,-9%,-6%
CN(c1ccc(OCC(=O)OCC(=O)Nc2ccc(Br)cc2)cc1)S(=O)(=O)c1cccs1,?,12%,3%,-10%,-13%,4%,?
Cc1ccc(-c2c(C#N)c(N)nc3c2CCCCC3)o1,-13%,11%,-16%,-6%,9%,2%,4%
CCN(CC(=O)Nc1cccc(C(C)=O)c1)S(=O)(=O)c1ccccc1,6%[10 µM],/,-7%[9.22 µM],0%,2%,-4%,/
COCc1cc(N2CCOCC2)nc(SCc2ccc(Cl)cc2)n1,-45%[inhibitor],?,?,/,-20%,-11%,-7%
CC(C)(C)c1ccc(-c2n[nH]c(=S)n2/N=C/c2ccncc2)cc1,14%[0.074 µM],6%,-20%,5%,0%,-14%,0%
COc1cc2nc(N3CCNCC3)nc(N)c2cc1OC,11%[10 µM],-16%,-12%,-18%,13%,-1%,5%
N/C(=N\c1nc2ccccc2o1)NC(=O)c1ccccc1Br,-1%[10 µM],/,-13%[9.22 µM],0%,3%,8%,-2%[15.4 µM]
O=C(Nc1ccc(Oc2ncccn2)cc1)c1ccco1,-13%[10 µM],6%,-7%,-7%,-2%,5%,3%
CC(C)CC(=O)NC(=S)Nc1cc(C(F)(F)F)ccc1N1CCOCC1,6%[10 µM],3%,-7%,-17%,-4%,12%,-6%
CC(=O)c1ccc(NC(=O)C(C)n2c3ccccc3c3nc(=O)cc(C)n32)cc1 (stereo not drawn),-27%[10 µM],/,-31%[9.22 µM],0%,?,12%,/
CCn1c(C(=O)O)c(CC(=O)Nc2ccccc2F)c2ccccc21,29%[10 µM],0%[46 µM],5%,5%,-1%,34%,?
O=C(OCC(=O)N1CCN(C(=O)c2ccco2)CC1)c1cc(-c2cccc(Br)c2)nc2ccccc12,-27%,?,16%,-2%,-18%,-9%,?
COC(=O)[C@H]1C[C@@H]1[C@H](NC(C)=O)c1ccccc1,-31%[inhibitor],/,/,0%,0%,/,/
NS(=O)(=O)c1ccc(CCNC(=O)CNC(=O)C2CCCCC2)cc1,22%[10 µM],9%,5%,-4%,0%,6%,3%
O=C(CN(Cc1ccccc1)S(=O)(=O)c1ccc(Br)cc1)NCc1ccco1,-2%,-9%,0%,-8%,-5%,-8%,-6%
Cc1cc(C)n2nc(SCc3nnc(SCCCCl)o3)nc2n1,-9%,-11%,5%,2%,4%,9%,0%
CN1CCN(c2ncc3nc(CCc4ccccc4)c(=O)n(C)c3n2)CC1,-50%[inhibitor],-10%,/,-7%,/,/,/
CCC(=O)OCc1c(C(F)(F)F)nn(C)c1Sc1ccc(Cl)cc1,1%,0%,-13%,-15%,15%,-6%,-15%
O=C(CNc1cccc(C(F)(F)F)c1)N/N=C/c1cn(-c2ccccc2)nc1-c1ccccc1,-1%[10 µM],?,-17%,-12%,7%,-4%,-6%
Cn1c(=O)c2cc(S(=O)(=O)NC(C(=O)NCc3ccccn3)c3ccccc3)ccc2n(C)c1=O (stereo not drawn),-14%,-5%,-1%,-1%,-4%,2%,-3%
COc1ccc(CCNC(=O)CN(c2ccc(OC)c(OC)c2)S(C)(=O)=O)cc1,13%,1%,5%,-4%,2%,10%,-3%
COC(=O)c1[nH]c2ccc(F)cc2c1NC(=O)CCN1CCN(C(=O)c2ccco2)CC1,-20%[0.074 µM],3%,10%,3%,3%,-6%,-3%
COc1ccccc1C(=O)Nc1ccc(Oc2ncnc3sc(-c4ccccc4)cc23)cc1,-24%,2%,?,5%,2%,8%,10%
CCNC(=S)Nc1cc(-c2ccc(Cl)cc2)[nH]n1,35%[10 µM],/,19%[9.22 µM],6%,4%,?,-5%
O=C1c2[nH]nc(-c3ccccc3O)c2C(c2ccccc2F)N1Cc1ccco1 (stereo not drawn),18%[0.074 µM],6%,-2%,1%,-18%,-6%,6%
Cc1cccc2sc(NC(=O)[C@@H]3CCCN3C(=O)c3cccs3)nc12,-13%[10 µM],-5%,3%,-8%,-6%,-4%,-2%
CCNc1nc(NC(C)(C)C)nc(SC(C(C)=O)C(C)=O)n1,-30%,?,-19%,0%,12%,-6%,0%
CC(C)NC(=O)C1CCN(C2CCN(C(=O)/C=C/c3cccs3)CC2)CC1,26%[10 µM],/,9%[9.22 µM],3%,3%,5%,/
CC1Cc2ccccc2N1C(=S)Nc1cccc(S(=O)(=O)N(C)C)c1 (stereo not drawn),-2%,?,9%,-2%,0%,-10%,?
Cc1ccccc1C1NS(=O)(=O)N=C1N (stereo not drawn),-1%,6%,9%,-23%,5%,4%,2%
CCN(c1cccc(C)c1)C(C(=O)Nc1ccc(OC)cc1)c1cc2c(cc1[N+](=O)[O-])OCO2 (stereo not drawn),28%[10 µM],-13%,?,-3%,?,-7%,-11%
CC(=O)N1CCN(CC(=O)Nc2ccc(C)c(S(=O)(=O)N(C)C)c2)CC1,-46%[inhibitor],9%[46 µM],4%,-27%,14%,2%,9%
O=C(NCCO)C1CCN(S(=O)(=O)c2ccc(F)cc2)CC1,2%,2%,-8%,4%,-3%,4%,-2%
CC(=O)c1cc2c(cc1N/C(=N/S(=O)(=O)c1ccc(Br)cc1)c1ccccc1)OCO2,-34%[inhibitor],-1%&16%[46 µM],-12%,-1%,4%,9%,5%
COC(=O)c1sccc1NC(=O)c1ccc(OC)c(OC)c1,-2%,0%,3%,-3%,0%,-5%,-2%
S=c1[nH]nc(-c2cccs2)n1/N=C/c1cccs1,-30%,22%[9.22 µM],-21%,/,-9%,-20%,-10%
COc1ccccc1NC(=O)Nc1nnc(CC(=O)Nc2ccccc2C)s1,-7%[10 µM],4%[46 µM],25%,0%,12%,0%,-3%
CCCC(c1nnnn1CS(=O)(=O)c1ccc(C)cc1)N1CCN(c2ccc(F)cc2)CC1 (stereo not drawn),23%[10 µM],20%,-8%,-4%,7%,-2%,-17%
CC(C)Cn1c2c(c(O)c(C(=O)Nc3nc4ccccc4s3)c1=O)CCCC2,30%[10 µM],/,-21%[9.22 µM],1%,-1%,8%,/
Nc1nnc(CC(=O)N/N=C/c2ccc(-c3ccc(Cl)cc3Cl)o2)s1,-22%[10 µM],/,-9%[9.22 µM],-12%,-3%,2%,/
O=C(CN1CCc2ccccc2C1)Nc1ccc(Br)cc1,8%,-12%,-1%,-3%,1%,2%,-1%
COc1ccc(OC)c(C2=Nn3c(nnc3C3CCCCC3)SC2)c1,-13%,15%,-11%,-4%,5%,-8%,0%
CCOC(=O)CSc1nc2cc(OCC)ccc2cc1C#N,-3%,-1%,-2%,-3%,21%,-2%,7%
O=C(NC(C(=O)c1ccccc1)N1CCOCC1)c1cccs1 (stereo not drawn),-1%[10 µM],-13%,0%,-12%,5%,4%,-2%
COc1ccc(-c2nc3cnc(Nc4ccccc4)nc3n(C[C@H]3CCCO3)c2=O)cc1,-30%[inhibitor],?,/,-13%,/,/,/
O=C(c1cnn2ccccc12)N(Cc1ccco1)C1CCCC1,-10%,6%,8%,-4%,-2%,5%,0%[15.4 µM]
COc1ccc(CN2CCc3ccccc3C2)c(OC)c1,12%[10 µM],/,0%[9.22 µM],2%,12%,0%,/
COc1ccc([C@H]2[C@H](C(C)=O)N3N=Cc4ccccc4C3C23C(=O)OC(C)(C)OC3=O)cc1 (stereo partly drawn),/,-6%,3%,0%,?,-11%,-3%
COc1ccc2nc(C)cc(N3CC(C)OC(C)C3)c2c1 (stereo not drawn),-14%[10 µM],8%,-31%,-6%,0%,9%,-6%
c1nc(N2CCNCC2)c2cc(-c3ccc4c(c3)OCO4)ccc2n1,0%,?,/,-4%,/,/,/
Cn1c(SCC(=O)Nc2ccc3nc(SCC(=O)N4CCCC4)sc3c2)nnc1-c1ccccc1,-16%,-11%,5%,-7%,-15%,-8%,-6%
CN(CCc1ccccn1)S(=O)(=O)c1ccc(F)cc1,-16%,8%,4%,-3%,1%,-5%,-2%
O=C(CSc1nnnn1-c1cccc2ccccc12)NC(C(=O)O)(c1ccccc1)c1ccccc1,-33%[inhibitor],/,23%,5%,2%,-10%,-4%
O=C(NNC(=O)c1cccc(S(=O)(=O)N2CCN(c3ccccc3)CC2)c1)c1ccc(Cl)cc1,10%[10 µM],?,-25%,-4%,0%,17%,-4%
O=C(/C=C/NCC(=O)c1ccccc1)c1ccc(Br)cc1,-8%[10 µM],-15%,-6%,-5%,-13%,8%,?
